# DSG3 Ab inh – inhibitors of pemphigus antibody binding to human desmoglein-3; P32926; DSG3-coupled beads, scFv-anti-DSG3-GFP binding, flow cytometry; stronger effect = lower value; binding (percent of control), % at 10 µM; actives 0.48% (n = 310,000); AID 588358;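 active = binding more than 3 SD below its plate's average and above zero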;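 also: hits lower antibody fragment binding to DSG3; some compounds called inactive have numbers as strong as hits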
# CAL PDZ FP-1 – inhibitors of human CAL PDZ peptide binding; Q9HD26; purified CAL PDZ, TMR-peptide fluorescence polarization, 1 h; inhibition, % at 20 µM; actives 0.02% (n = 330,000); AID 504414;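 active = highest replicate inhibition of at least 40%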;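 also: plate controls were DMSO neutral control wells for no effect and unlabeled competitor peptide control wells for full effect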
#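 System: purified tagged CAL PDZ domain construct (CerCALP). Schedule: 1 h incubation at room temperature before polarization reading. Medium: 25 mM sodium phosphate pH 7.4, 150 mM NaCl, TCEP, IgG, Thesit. Read-out: percent inhibition from loss of millipolarization. Measured by: FP readout, S and P plane fluorescence. Probe or stimulus: fluorescent TMR peptide probe.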
# Cardiac RTF inh – cardiac RTF calcium desensitization; IANBD-labeled cardiac RTF, Ca2+ fluorescence; actives 0.12% (n = 340,000); inhibition, % at 7.15 µM; P19429+P45379; AID 493244;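 active = inhibition above the mean inhibition of all tested compounds plus 3 SD, cut at about 17% in these data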;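 also: assay run at fixed EC70 calcium of 1.6 mM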
# V-ATPase pHluor – yeast V-ATPase proton transport regulation by pHLuorin | S. cerevisiae, pHLuorin cytosolic pH fluorescence | response, % at 10 µM | actives 0.37% (n = 350,000); in the data active = response mostly above about 7.3%, no sharp cut-off; inactive = mostly below about 5.4%; also: actives read high; inactives centre near 0; some compounds called inactive have numbers as strong as hits; reference of the scale not given here
# C-LANA FP – KSHV C-LANA DNA binding inhibition; inhibition, % at 9 µM; actives 0.078% (n = 340,000); MBP-C-LANA/FAM-LBS DNA binding, fluorescence polarization;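 active = highest replicate inhibition at or above 60% at 9 µM, even if other replicates fall short; inactive = all replicates below 60% inhibition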;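 also: 0% = neutral control wells and 100% = 4 µM acridine orange control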
# CAL PDZ FP-2 – blocks peptide binding to the human CAL PDZ domain | inhibition, % at 24.9 µM | Q9HD26 | AID 602252 | actives 0.92% (n = 300,000) | purified CAL PDZ, TMR-peptide fluorescence polarization, 1 h;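 active = mean inhibition of at least 30% with at least half of replicates also reaching 30%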;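 also: 0% = DMSO neutral control and 100% = excess unlabeled competitor peptide PRC23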
# Arrestin-AP2 inh – human beta-arrestin and AP2 interaction inhibition. inhibition, % at 10 µM. AID 504490. actives 0.31% (n = 340,000). FITC-arrestin peptide / GST-AP2 beads, flow cytometry; AP2 beta2 appendage carries R879A mutation;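 active = inhibition above a set limit, near 3 SD of compounds lacking own fluorescence, cut at about 54% in these data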;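 also: plate controls were DMSO wells for no effect and 5 µM unlabelled arrestin peptide for full effect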
#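 System: GST-AP2 R879A glutathione beads | Also added: FITC-arrestin peptide, 50 nM | Times: 12 min plus 1 h, RT | Signal: Bead flow cytometry, FITC channel | Buffer or medium: PBS with 0.05% Tween 20 and 0.1% BSA | Read-out basis: Percent drop in bead-associated FITC signal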
# Keap1-Nrf2 PPI – disrupts human Keap1 binding to Nrf2 peptide; Q14145; Keap1 Kelch-Nrf2 peptide fluorescence polarization, 1536-well; inhibition, % at 9.4 µM; actives 0.15% (n = 340,000); AID 504523; in the data active = inhibition above about 12%;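 also: human Keap1 Kelch domain with fluorescein labeled Nrf2 9mer peptide probe; 0% = neutral control wells and 100% = peptide positive control; higher means more block of Keap1 binding to Nrf2 peptide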
# Target sequence (Q14145 whole entry, looked up, the tested form may be a part): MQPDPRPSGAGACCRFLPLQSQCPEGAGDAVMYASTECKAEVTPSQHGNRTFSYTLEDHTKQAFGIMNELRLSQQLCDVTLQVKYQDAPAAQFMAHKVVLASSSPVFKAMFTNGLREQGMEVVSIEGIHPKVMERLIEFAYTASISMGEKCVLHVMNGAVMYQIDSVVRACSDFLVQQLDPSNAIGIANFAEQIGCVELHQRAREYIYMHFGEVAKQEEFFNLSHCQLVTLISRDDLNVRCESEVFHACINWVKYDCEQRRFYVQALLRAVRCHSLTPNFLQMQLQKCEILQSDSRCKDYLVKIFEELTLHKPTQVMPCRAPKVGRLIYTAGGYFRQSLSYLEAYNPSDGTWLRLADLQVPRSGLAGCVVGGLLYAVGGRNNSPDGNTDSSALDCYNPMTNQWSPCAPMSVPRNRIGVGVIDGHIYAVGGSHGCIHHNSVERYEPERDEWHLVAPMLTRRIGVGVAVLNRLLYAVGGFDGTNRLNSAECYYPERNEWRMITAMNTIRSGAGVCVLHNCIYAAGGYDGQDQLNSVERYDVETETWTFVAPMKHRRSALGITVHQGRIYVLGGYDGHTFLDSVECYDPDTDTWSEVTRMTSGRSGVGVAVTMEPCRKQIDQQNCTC
# NSD2 HMT inh – inhibitors of human histone methyltransferase NSD2 | inhibition, % at 12.5 µM | NSD2 peptide methylation, AlphaScreen, 120 min | O96028 | AID 743445 | actives 0.54% (n = 310,000); in the data active = inhibition above about 50%
# DAGLB inhibitor – diacylglycerol lipase beta (human) inhibition | Q8NCG7 | HEK293T DAGLB membrane lysate, EnzChek fluorogenic substrate | inhibition, % at 5.17 µM | actives 0.059% (n = 340,000) | AID 504411; in the data active = inhibition above about 34%;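 also: 0% = enzyme with vehicle and 100% = wells lacking enzyme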
# Active calls of the source: *; / = not tested or not shown. Some of the compounds tested; count on the stated rates, not on these rows.
SMILES,DSG3 Ab inh,CAL PDZ FP-1,Cardiac RTF inh,V-ATPase pHluor,C-LANA FP,CAL PDZ FP-2,Arrestin-AP2 inh,Keap1-Nrf2 PPI,NSD2 HMT inh,DAGLB inhibitor
Cc1ccc(CSc2ncnc3c2cnn3-c2ccccc2)cc1,102,-1.0,1,-1,-0.5,-4,35,0,-2,-1
CCN1C(=O)[C@@H]2[C@H](C1=O)[C@@H]1C(=O)Nc3ccccc3C(=O)N1[C@@H]2c1ccccc1,106,0.0,-17,3,2.4,-2,-3,-3,/,-1
CCOc1cc(C(=O)OCC(=O)c2c(C)[nH]c3ccccc23)ccc1OCC(=O)N1CCOCC1,93,-4.3,-1,3,1.5,-4,6,-5,-1,0
CC(SCC(=O)NC12CC3CC(CC(C3)C1)C2)C(=O)O (centres undefined),51,0.5,-24,-3,-1.2,-18,4,-1,-2,0
CN(C)S(=O)(=O)N1CCN(c2ccnc3cc(Cl)ccc23)CC1,95,-0.2,-2,-5,-0.8,-10,10,1,1,0
CC(=O)c1ccccc1Oc1ncnc(N)c1[N+](=O)[O-],102,0.0,-7,-2,2.4,-3,31,-2,7,-7
CC1=C(C(=O)Nc2ccccc2)C(c2cccs2)NC(=O)N1 (centres undefined),106,-0.5,-2,1,-0.2,/,-5,-5,-10,0
COc1ccc(CNC(=O)CSc2nc3c(oc4ccccc43)c(=O)n2CC2CCCO2)cc1 (centres undefined),106,-1.9,-15,1,0.6,2,3,0,-2,2
CCn1c(C)nc2cc(C(=O)N/N=C/c3ccccc3C)ccc21,101,-0.5,-5,-3,0.1,-6,-7,-5,0,-1
COc1ccc(S(=O)(=O)N2CCNCC2)cc1OC,105,0.6,4,1,-0.1,2,9,-4,-1,0
COC(=O)CCN(C(=O)c1ccc(Cl)c([N+](=O)[O-])c1)c1ccccn1,115,1.5,0,10,0.4,-4,6,-5,5,0
O=C(CNC(=O)c1ccccc1F)NCCN1C(=O)S/C(=C\c2ccc3c(c2)OCO3)C1=O,95,-1.4,1,-1,-1.4,/,6,-1,1,2
O=C1CC2(CCCC2)Oc2ccccc21,101,0.5,-9,-6,-0.5,-2,4,-1,/,-2
CC(OC(=O)CCCc1nc2ccccc2s1)C(=O)NC(N)=O (centres undefined),92,-3.1,-14,-1,0.0,-4,-12,-4,1,-1
O=C(COc1ccc(F)cc1F)Nc1cccnc1,/,-2.8,-7,2,0.3,-4,-12,-2,-5,2
O=C(CCc1nnc(COc2ccccc2)o1)NCCc1cccs1,86,-2.4,-20,-1,0.1,-3,-5,1,0,0
Cc1cccc(NC(=O)CSc2nnnn2C2CCCC2)c1,103,-1.3,-6,-2,1.1,-2,6,4,-3,-4
COc1ccc(/C=C/C(=O)NNC(=O)c2ccncc2)c(OC)c1,/,0.8,-4,0,-0.5,3,15,5,1,2
O=C(c1ccc(Cl)nc1)N1CCC(Cc2ccccc2)CC1,96,-0.3,8,1,-4.0,-4,-13,4,2,-9
COc1ccc(-n2c(=O)c3ccccc3n(Cc3cccc(C)c3)c2=O)cc1OC,96,-1.2,1,-1,-1.3,12,-19,-6,38,3

# The closing 2 records of the part above come first, to join the parts:
SMILES,DSG3 Ab inh,CAL PDZ FP-1,Cardiac RTF inh,V-ATPase pHluor,C-LANA FP,CAL PDZ FP-2,Arrestin-AP2 inh,Keap1-Nrf2 PPI,NSD2 HMT inh,DAGLB inhibitor
O=C(c1ccc(Cl)nc1)N1CCC(Cc2ccccc2)CC1,96,-0.3,8,1,-4.0,-4,-13,4,2,-9
COc1ccc(-n2c(=O)c3ccccc3n(Cc3cccc(C)c3)c2=O)cc1OC,96,-1.2,1,-1,-1.3,12,-19,-6,38,3
O=S(=O)(NCc1cccs1)c1ccccc1Cl,115,-0.7,1,1,-0.8,-2,8,-2,-2,0
CCOc1ccccc1Nc1nc2ccccc2[nH]1,99,-0.5,0,1,0.2,1,1,-3,1,-9
CCOC(=O)c1cnn(CCOC(=O)c2cccc(F)c2)c1NC(=O)c1cccc(F)c1,101,-0.5,-9,-2,-1.1,/,6,-3,-4,-3
Cc1ccccc1C(=O)c1ccc2c(c1)n(C)c(=O)n2C,108,-1.4,-10,10,-1.4,/,11,-1,6,0
O=C(O)c1ccc(N2C(=O)c3ccccc3C2=O)cc1[N+](=O)[O-],112,/,/,2,/,/,/,/,-1,-2
Cc1cc(Cl)ccc1OCc1n[nH]c(=S)n1C1CCCCC1,98,-1.4,10,0,0.2,-2,-12,0,/,0
COC(=O)C1OC(OC2CC[C@]3(C)C(CC[C@@]4(C)[C@@H]3CC=C3[C@@H]5CC(C)(C)CC[C@]5(C(=O)OC5OC(CO)C(O)C(O)C5O)CC[C@]34C)C2(C)C)C(O)C(O)C1O[C@H]1OCC(O)C(O)C1O (some centres undefined),108,-0.7,-2,1,-0.1,0,38,-5,/,-1
CCSCC1COC(c2cccn2Cc2ccc(C)cc2)=N1 (centres undefined),102,2.5,-2,2,0.0,1,1,-2,5,-9
Cc1cc(OCCCC(=O)NNC(=O)c2ccncc2)ccc1Cl,94,-1.0,3,0,-0.5,-8,-4,0,-1,1
Cc1cccc(N2C(=O)/C(=C\c3ccc(OC(F)F)cc3)c3ccccc3C2=O)c1,44,-2.4,-10,1,2.5,-4,7,8,-1,-3
CCOC(=O)C(C(=O)OCC)C(C)C#CCN1CCCCC1 (centres undefined),103,-0.5,-9,4,1.1,0,5,-6,0,-2
CCOc1ccc(/C=N/NC(=S)NC2CC3CC2C2C=CCC32)cc1 (centres undefined),101,-0.3,/,0,-3.0,-3,-1,-5,1,/
CC(C)c1ccc(NC(=O)COC(=O)Cn2cnc3c2c(=O)n(C)c(=O)n3C)cc1,98,/,/,1,/,/,/,/,0,2
CN(C)CCCNC(=O)c1ccc2[nH]c3ccccc3c2c1,96,-1.5,4,3,1.2,-2,-3,-4,5,-1
CCOc1ncccc1C(=O)N=c1sccn1C,97,-1.3,2,-2,0.6,5,18,3,0,-2
O=C(CCC(=O)N/N=C/c1cc(Cl)cc(Cl)c1O)NCc1ccccc1,106,-1.0,-10,1,-0.3,0,4,1,-6,6
COc1ccc(C(=O)ON=C2c3ccccc3-c3ccccc32)cc1OC,118,-1.1,-2,-1,0.1,-5,42,0,-2,-1
Cc1ccc(-c2cc(-c3ccccc3Cl)c(C#N)c(N)n2)o1,86,/,-11,3,1.4,-2,0,4,6,3
COC(=O)c1ccccc1Sc1c(/C=N/OCc2ccc(Cl)cc2)c(C(F)(F)F)nn1C,98,-1.2,-7,-4,0.3,0,-19,2,-4,-17
Cc1cc(/C=C(\C#N)C(=O)OCC(=O)NC(=O)NC(C)(C)C)c(C)n1CCC(C)C,100,0.2,-7,0,-1.1,1,17,1,0,-1
Clc1ccc(C2=Nn3c(nnc3-c3n[nH]c4c3CCC4)SC2)cc1Cl,101,-13,-2,0,-2.8,-2,15,0,-2,4
O=C(O)CCc1ccc(-c2ccc(Cl)cc2)n1CCC(=O)O,107,-3.4,-1,0,1.9,-2,3,-7,1,0
O=C(NCc1cccnc1)C1CCCN(S(=O)(=O)c2cccc3nsnc23)C1 (centres undefined),118,-2.8,1,1,-0.6,-2,-3,-6,-1,1
CC(C)c1nnc2c(N(C)S(=O)(=O)c3ccccc3)nc3ccccc3n12,/,-2.3,-6,2,-0.1,-1,-1,-4,3,-3
COc1ccc(NC(=O)Cc2ccc(C)c(C)c2)cc1S(=O)(=O)N1CCCCC1,/,-0.7,-1,5,-0.1,-2,-4,-2,-5,-4
O=C(Cc1cccs1)N(Cc1cccs1)C1(C(=O)NC2CCCC2)CCCCC1,/,-1.0,-9,2,-1.7,0,-13,-1,/,-4
O=C1N/C(=N/N=C/c2ccccc2)SC1(c1ccccc1)c1ccccc1,97,0.8,4,-1,-1.4,-1,-2,-2,-2,3
O=[N+]([O-])c1ccccc1N/N=C1\CC2CC=CC12 (centres undefined),99,-3.0,0,-3,-0.6,-3,-8,2,11,8
CC(C)c1onc(C(=O)NC(C)c2ccccc2)c1[N+](=O)[O-] (centres undefined),87,-3.2,-17,-23,-0.2,0,1,0,-2,-1
Cc1occc1C(=O)Nc1cc(C(F)(F)F)ccc1Cl,103,-0.4,-12,-7,-1.3,-2,26,-1,-4,-8
CCN1C(=O)[C@H]2[C@H]3CN=C(SC)N3[C@@](C)(C(=O)OC)[C@H]2C1=O,103,1.4,-5,1,-0.2,-4,6,-3,/,-1
COc1ccc(-c2cc(=O)[nH][nH]2)cc1,112,0.5,-14,-2,0.0,-3,7,-1,5,5
CCOC(=O)CSc1nc(-c2ccccc2)nc2c1oc1ccccc12,80,-0.7,-17,-1,-3.0,-1,-1,-8,-3,5
O=C(NCc1ccccc1)c1ccc(S(=O)(=O)N2CCCC2)cc1,100,-1.8,-2,-3,2.4,-2,5,4,-3,-2
CCn1c(SCc2nc3ccccc3c(=O)[nH]2)nnc1C(C)NC(=O)c1ccccc1 (centres undefined),103,1.0,-4,-1,-1.4,-2,0,2,-2,2
COc1cccc(C(=O)Cn2c(=O)n(CC3CCCO3)c(=O)c3ccccc32)c1 (centres undefined),/,/,-4,4,0.1,-5,10,0,/,-2
C/C(=N/Nc1ncc(Br)cn1)c1ccc([N+](=O)[O-])cc1,102,-0.6,8,4,-0.3,/,-14,-1,0,0
CCC(O)(c1ccccc1)C(CN1CCOCC1)c1ccccc1 (centres undefined),98,0.0,-1,4,2.8,-2,7,0,-1,-3
C[C@H](CO)N1C[C@H](C)[C@@H](CN(C)C(=O)Nc2ccccc2)Oc2ccc(NC(=O)Nc3ccc4c(c3)OCO4)cc2C1=O,104,-1.2,-6,9,1.5,-7,21,-3,/,5
OCC[C@H]1C[C@@H](O)[C@H](O)[C@@]2(CCCc3ccccc3O2)O1,104,-0.3,1,-3,1.0,-2,5,0,/,-1
CCOCc1nnc(NC(=O)CSCc2ccccc2)s1,108,0.3,0,2,0.6,-2,6,-3,10,2
COc1cccc(/C=C/C(=O)OCC(=O)Nc2cccc(S(=O)(=O)NC3=NCCCCC3)c2)c1,/,-0.9,-10,-2,-2.6,0,23,0,-1,0
COc1ccc(NS(=O)(=O)c2ccc(N3CCCC3)c(NC(=S)Nc3ccc(SC(F)F)cc3)c2)cc1,95,-0.7,-5,1,-1.7,-8,10,-1,-4,5
CCOc1ccccc1N(CC(=O)Nc1cccnc1)S(C)(=O)=O,101,-0.2,-26,5,-1.2,1,-8,3,-1,0
CNC(=O)NC(=O)C(OC(=O)CCNS(=O)(=O)c1ccccc1)c1ccccc1 (centres undefined),108,-2.0,-11,3,0.2,-4,-8,4,0,-1
